V-ATPase pHluor – yeast V-ATPase proton transport regulation by pHLuorin | S. cerevisiae, pHLuorin cytosolic pH fluorescence | AID 504577 | 350,000 tested, 0.37% active | response, % at 10 µM; in the data active means response mostly above about 7.3%, no sharp cut-off; inactive means mostly below about 5.4%; further: actives read high; inactives centre near 0; some compounds called inactive have numbers as strong as hits
MITF act – MITF TRPM1 promoter activation in melanoma cells | SK-MEL-5 TRPM1-promoter luciferase, 24 h; % of positive control, neutral wells = 0 | AID 588334 | activation, % at 12.5 µM | 300,000 tested, 0.75% active;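 active means mean activation of at least 80% with every replicate also reaching 80%; inconclusive means mean reaches 80% but some replicate falls short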;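 further: 0% = neutral control wells and 100% = parthenolide positive control wells; values of inactives mirror those of a sister screen read the other way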
CAL PDZ FP-1 – blocks peptide binding to human CAL PDZ domain | Q9HD26 | inhibition, % at 20 µM | AID 504414 | purified CAL PDZ, TMR-peptide fluorescence polarization, 1 h | 330,000 tested, 0.02% active;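 active means highest replicate inhibition of at least 40%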;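 further: plate controls were DMSO neutral control wells for no effect and unlabeled competitor peptide control wells for full effect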
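Test system: purified CerCALP PDZ construct; Compound dosing: one concentration, 20 µM compound; Also added: TMR-labelled reporter peptide T*-PRC34 bound in PDZ groove; Read-out: inhibition from polarization loss; Controls: unlabelled peptide and DMSO controls; Signal: FP readout, S and P plane fluorescence; Incubation: 1 h at RT.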
dFosB act – mouse delta FosB homodimer activation; purified delta FosB, TAMRA-CDK5 oligo fluorescence polarization; percent of positive-control signal above neutral wells; 340,000 tested, 0.99% active; activation, % at 25 µM; P13346;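 active means mean activation above about 17%, with every replicate also reaching it, limit read from the data, passing the limit was not always enough; inconclusive means only one of the two conditions met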;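 further: fluorescence polarization rise as delta FosB binds a TAMRA Cdk5 AP-1 oligo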
Target sequence (P13346 whole entry, looked up): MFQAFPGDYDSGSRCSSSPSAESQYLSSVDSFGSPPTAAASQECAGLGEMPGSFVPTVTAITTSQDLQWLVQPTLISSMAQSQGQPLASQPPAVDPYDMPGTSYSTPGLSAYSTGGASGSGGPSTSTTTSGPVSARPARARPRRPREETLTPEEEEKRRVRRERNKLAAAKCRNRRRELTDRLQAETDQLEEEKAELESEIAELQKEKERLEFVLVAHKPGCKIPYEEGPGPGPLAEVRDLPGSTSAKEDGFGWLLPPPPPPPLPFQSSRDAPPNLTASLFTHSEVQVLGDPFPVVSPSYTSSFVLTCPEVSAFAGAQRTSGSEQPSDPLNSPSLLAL
Wnt bcat act – activates Wnt/beta-catenin signaling in a reporter cell assay. activator, plate reader. activation, % at 9.35 µM. 300,000 tested, 1.2% active; in the data active means activation above about 30%, passing the limit was not always enough; inconclusive means no clear call, values can overlap the other calls;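 further: 0% = neutral control wells and 100% = positive control wells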
CDK5 inh – inhibitors of human CDK5/p35 kinase; Q00535+Q15078; 330,000 tested, 0.01% active; inhibition, % at 10 µM; Recombinant CDK5/p35, ADP-Glo luminescence, 60 min; AID 488839;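 active means highest replicate inhibition of at least 50% and at least 75% of replicates reaching 50%; inconclusive means only one of the two criteria met; inactive means both criteria failed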;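 further: plate controls were DMSO neutral control for no effect and GW8510 at 10 µM for full effect; many of its hits are not listed in these tables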
Target sequence (Q00535 whole entry, looked up): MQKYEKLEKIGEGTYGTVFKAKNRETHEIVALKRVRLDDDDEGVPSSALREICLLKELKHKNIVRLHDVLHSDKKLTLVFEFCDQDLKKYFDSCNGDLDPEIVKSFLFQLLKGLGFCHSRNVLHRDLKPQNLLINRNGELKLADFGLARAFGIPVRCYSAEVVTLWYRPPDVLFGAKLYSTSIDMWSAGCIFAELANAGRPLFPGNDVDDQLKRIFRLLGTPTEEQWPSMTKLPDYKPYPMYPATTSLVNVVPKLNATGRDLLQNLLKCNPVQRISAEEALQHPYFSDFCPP
Target sequence (Q15078 whole entry, looked up): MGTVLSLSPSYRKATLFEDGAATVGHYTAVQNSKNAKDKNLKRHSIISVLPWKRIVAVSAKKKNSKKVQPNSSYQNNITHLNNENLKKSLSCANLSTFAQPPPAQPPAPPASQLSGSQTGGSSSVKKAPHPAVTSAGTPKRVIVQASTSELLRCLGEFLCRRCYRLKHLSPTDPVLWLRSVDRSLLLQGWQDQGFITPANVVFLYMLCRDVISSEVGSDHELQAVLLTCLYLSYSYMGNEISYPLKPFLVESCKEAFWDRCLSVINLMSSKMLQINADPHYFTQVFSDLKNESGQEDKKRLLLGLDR
CAL PDZ FP-2 – inhibitors of human CAL PDZ peptide binding. Q9HD26. inhibition, % at 24.9 µM. 300,000 tested, 0.92% active. purified CAL PDZ, TMR-peptide fluorescence polarization, 1 h. AID 602252;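 active means mean inhibition of at least 30% with at least half of replicates also reaching 30%; inconclusive means no clear call, values can overlap the other calls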;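 further: 0% = DMSO neutral control and 100% = excess unlabeled competitor peptide PRC23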
cardiac RTF act – cardiac RTF calcium sensitization; activation, % at 7.2 µM; 340,000 tested, 0.24% active; AID 493008; IANBD-labeled TnC RTF fluorescence at EC20 calcium; 0% EC20 calcium, 100% full calcium; P19429+P45379;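 active means activation above the mean over all tested compounds plus 3 SD, cut at about 30% in these data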;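 further: rise in fluorescence read as greater calcium sensitivity of cardiac thin filaments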
Tat export inh – inhibitors of E. coli Tat protein transport. E. coli MC4100 TorA-mCherry Tat export, fluorescence. inhibition, % at 10 µM. 340,000 tested, 0.036% active. AID 488895;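 active means mean replicate inhibition at least 50% and at least half of replicates individually reaching 50%; inconclusive means only one of the two criteria met; inactive means neither criterion met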;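 further: exported cargo escapes ClpAP degradation while cytoplasmic cargo is degraded and loses fluorescence; 0% = median of neutral control wells and 100% = median of NaSCN control wells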
Rtt109 Vps75 – inhibitors of Candida albicans Rtt109/Vps75 histone acetyltransferase | Q5AAJ8 | purified Rtt109/Vps75, ThioGlo CoA-SH fluorescence, 4 h | inhibition, % at 34.9 µM | 330,000 tested, 0.16% active;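 active means inhibition of at least 50% in every replicate; inconclusive means best replicate reaches 50% inhibition but some replicates fall short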
The depositor's hits bear a star; ? = inconclusive; . = no result given. Compounds were not picked by outcome; about 4.1% have a hit in one of these screens.

cpd	Molecule	V-ATPase pHluor	MITF act	CAL PDZ FP-1	dFosB act	Wnt bcat act	CDK5 inh	CAL PDZ FP-2	cardiac RTF act	Tat export inh	Rtt109 Vps75
1	COc1cc(-c2nc(C(=O)NCC3CCCO3)cc3c2[nH]c2ccccc23)cc(OC)c1OC (stereo unspecified)	3	-10	-3.5	-4	-3	-2.2	-9	7	10	0
2	CCOC(=O)Cn1nnc(-c2ccccc2)n1	0	7	-0.5	2	0	0.0	-1	0	6	-1
3	O=Nc1c(O)n(Cc2ccc(Cl)cc2Cl)c2ccccc12	-4	-7	-1.9	-15	0	1.3	-4	-4	1	-9
4	COc1ccc(Nc2nccc(-c3cccc(N)c3)n2)cc1	-3	5	-1.1	-1	?	16	-5	-2	3	-3
5	COc1ccccc1-c1nnc(SC(C(=O)c2c[nH]c3ccccc23)c2ccccc2)n1C (stereo unspecified)	-2	-8	-2.1	-11	-11	-1.6	-4	-4	17	-14
6	Cc1ccc2c(c1)NC(=O)C(CC(=O)NCc1ccc(F)cc1)O2 (stereo unspecified)	4	3	0.9	2	-3	0.4	0	3	2	4
7	COc1cccc(NC(=O)CN(C)C(=O)c2ccc(-c3ccccc3Cl)o2)c1	7	-3	-1.5	-17	5	-1.8	-2	0	6	8
8	C=CCOc1ccc(C=Nc2ccc(C)c(Cl)c2)c(O)c1	-2	-3	-0.5	0	5	-1.9	-3	3	1	3
9	O=C(CSCc1ccc([N+](=O)[O-])cc1)NN=C1CCCCCC1	0	-3	-2.4	-6	-1	-1.5	-2	7	4	-3
10	O=C(NCCNC(=O)c1cnccn1)c1ccc(Cl)cc1	-2	12	-2.8	-2	-3	-1.2	-1	4	-2	-2
11	CC(C)c1ccc(CN2CCC(C(=O)NCc3cccnc3)CC2)cc1	-1	-16	-0.5	-4	.	0.6	3	-1	-7	-3
12	Cc1ccc(N2C(=O)c3ccc(C(=O)N4CCOCC4)cc3C2=O)cc1C	3	.	-0.8	-6	6	-1.8	8	9	2	-18
13	O=C(NCCCN1CCOCC1)c1cc2cc(Br)ccc2oc1=O	0	-17	-2.5	7	.	-0.3	-3	2	?	7
14	CC(C)NC(=O)c1ccccc1NC(=O)Cc1ccc([N+](=O)[O-])cc1	0	6	-1.1	-5	0	-0.2	-7	3	-12	-1
15	CCOC(=O)N/N=C/c1c[nH]c2ccccc12	-2	-9	-4.1	1	0	2.2	-2	2	-6	5

An excerpt from above with just CAL PDZ FP-1, Tat export inh and CDK5 inh.
entry | Molecule | CAL PDZ FP-1 | Tat export inh | CDK5 inh
4 | COc1ccc(Nc2nccc(-c3cccc(N)c3)n2)cc1 | -1.1 | 3 | 16
5 | COc1ccccc1-c1nnc(SC(C(=O)c2c[nH]c3ccccc23)c2ccccc2)n1C (stereo unspecified) | -2.1 | 17 | -1.6
6 | Cc1ccc2c(c1)NC(=O)C(CC(=O)NCc1ccc(F)cc1)O2 (stereo unspecified) | 0.9 | 2 | 0.4
7 | COc1cccc(NC(=O)CN(C)C(=O)c2ccc(-c3ccccc3Cl)o2)c1 | -1.5 | 6 | -1.8

(further entries)
cpd	Molecule	V-ATPase pHluor	MITF act	CAL PDZ FP-1	dFosB act	Wnt bcat act	CDK5 inh	CAL PDZ FP-2	cardiac RTF act	Tat export inh	Rtt109 Vps75
16	CC(NC(=O)c1nn(C)c2c1CS(=O)(=O)c1ccccc1-2)c1ccccc1 (stereo unspecified)	2	14	0.1	-2	-2	.	-2	-1	-3	0
17	COC(=O)c1cnc(NNS(=O)(=O)c2ccc(Cl)cc2)nc1C(F)(F)F	-4	.	-0.8	9	-2	1.6	.	.	-7	1
18	Cc1cc(Oc2ccc([N+](=O)[O-])cc2)nc(N2CCOCC2)n1	2	2	-0.1	-2	-1	-4.3	3	1	-4	-3
19	CCc1cccc(CC)c1NC(=S)/C(=C(\[O-])c1ccc(Cl)s1)[n+]1ccccc1	0	-14	-0.3	-5	-1	0.6	.	0	-3	-14
20	CN(C)c1ccc(NC(=O)c2ccc([N+](=O)[O-])cc2Cl)cc1	1	30	-1.5	4	10	0.3	0	-6	-6	.
21	COc1cc2c(cc1OC)/C(=C/C(=O)c1ccccc1F)NCC2	1	11	-1.8	-4	-1	-0.4	-9	0	-5	-3
22	Cc1ccccc1OCCNc1ccc(C(F)(F)F)cc1[N+](=O)[O-]	2	9	0.1	3	.	-1.3	-1	-1	-6	5
23	N#CCCCSc1nnnn1-c1cccc(Cl)c1	0	-2	.	3	-2	-0.7	-2	-3	-10	7
24	CC(O)CCC(=O)NNC(=S)Nc1ccccc1 (stereo unspecified)	-1	-1	-1.8	5	-1	0.6	.	2	2	-1
25	NC(=O)c1ccc(OCc2ccccc2)nc1	-3	88*	-2.2	-4	2	1.3	-3	-2	8	-3
26	COc1cc(/C=N/NC(=O)CC2C(=O)NN=C2C)ccc1O (stereo unspecified)	-4	13	-2.3	10	2	0.1	-3	3	0	15
27	O=C(O)c1nc2nc(Cl)c(Cl)nc2[nH]1	1	27	-3.6	0	-2	-0.9	2	-2	-23	8
28	Cc1cc(NC(=O)CSc2ccc3nnc(-c4ccccc4)n3n2)no1	1	-2	.	-10	0	-0.9	2	8	8	-1
29	CSc1nc2sc3c(c2c(=O)[nH]1)CCCC3	1	10	0.7	3	.	0.6	-3	-3	9	1
30	COc1ccc(NC(=O)/C(Cl)=C(/Cl)S(=O)Cc2ccccc2)cn1 (stereo unspecified)	1	-103	0.7	-10	.	0.8	-6	1	-5	10
31	O=C(/C=C/c1ccccc1)c1cc(Br)ccc(=O)c1O	16	-50	1.3	7	.	-1.9	2	-2	-10	4
32	Cc1cccc(Nc2nc(NCc3ccco3)nc(N)c2[N+](=O)[O-])c1	1	4	1.8	5	2	-0.5	-5	-1	-4	-5
33	O=C(CCCn1c(=O)[nH]c2cc(Cl)ccc2c1=O)NCCN1CCN(c2ccccc2)CC1	-2	-7	-0.2	-5	0	1.2	-2	0	-4	3
34	Cc1ccc(NC(=S)Nc2ccc3cn[nH]c3c2)c(C)c1	3	-2	-1.0	-5	1	1.8	2	-6	-3	-8
35	CCOC(=O)c1cnc(SC)nc1Oc1cccc(NS(=O)(=O)c2ccc(C)cc2)c1	1	-8	-0.2	-7	-6	-1.6	4	-5	17	0
36	Cc1cc(NC(=O)Cc2ccccc2)no1	0	-3	-0.4	-4	.	-1.4	-2	5	17	-3
37	CC1CCCN(C(=O)COC(=O)C2CCN(S(=O)(=O)c3c(Cl)cccc3Cl)CC2)C1 (stereo unspecified)	-4	-3	-2.3	-9	6	-1.1	-2	-8	4	-1
38	CCOC(=O)[C@@H]1[C@H]2COc3cc(OC)ccc3[C@H]2N2C(=O)N(c3cccc(Cl)c3)C(=O)[C@@]12C	0	9	0.6	7	.	-1.5	-2	-3	-1	-19
39	Cc1cc2c(cc1C)NC1(C[C@H]3CCC(=O)N4CC[C@@H](C1)[C@@H]34)C(=NC(C)(C)CC(C)(C)C)N2 (stereo partly specified)	6	-10	0.6	-7	4	-1.3	-4	4	7	-1
40	CC(=O)c1cc(NC(=O)c2cccc(C(F)(F)F)c2)c(=O)oc1/C=C/N(C)C	7	0	-0.4	-2	.	1.9	1	9	-3	8
41	C=CCN1C(=O)C2C(C(=O)NCc3ccccc3)C3(C)C=CC2(O3)C1C(=O)NC(C)(C)C (stereo unspecified)	-4	6	1.0	-5	-1	0.5	-6	-5	-12	-4
42	O=C(COC(=O)c1ccccc1C(=O)c1ccc(Cl)cc1)NCC1CCCO1 (stereo unspecified)	0	-8	-2.6	3	-2	-0.2	-2	8	-2	-9
43	Cc1ccc(N(Cc2ccccc2)C(=O)c2ccc(F)cc2)cc1	1	33	-0.5	-6	1	-1.6	-5	-4	10	0
44	Cc1ccc(S(=O)(=O)NCC(=O)OCC(=O)Nc2cccc(S(=O)(=O)NC3=NCCCCC3)c2)cc1	4	2	-0.8	-8	-1	1.4	-2	1	-1	0
45	CN1CCN(c2ccc(NC(=O)c3ccco3)cc2Cl)CC1	-3	15	-1.6	-3	19	0.7	0	-3	1	-5

Sorted by heavy-atom count (ascending): 4 of the compounds above.
cpd	Molecule	V-ATPase pHluor	MITF act	CAL PDZ FP-1	dFosB act	Wnt bcat act	CDK5 inh	CAL PDZ FP-2	cardiac RTF act	Tat export inh	Rtt109 Vps75
34	Cc1ccc(NC(=S)Nc2ccc3cn[nH]c3c2)c(C)c1	3	-2	-1.0	-5	1	1.8	2	-6	-3	-8
45	CN1CCN(c2ccc(NC(=O)c3ccco3)cc2Cl)CC1	-3	15	-1.6	-3	19	0.7	0	-3	1	-5
37	CC1CCCN(C(=O)COC(=O)C2CCN(S(=O)(=O)c3c(Cl)cccc3Cl)CC2)C1 (stereo unspecified)	-4	-3	-2.3	-9	6	-1.1	-2	-8	4	-1
35	CCOC(=O)c1cnc(SC)nc1Oc1cccc(NS(=O)(=O)c2ccc(C)cc2)c1	1	-8	-0.2	-7	-6	-1.6	4	-5	17	0

The listing continues.
cpd	Molecule	V-ATPase pHluor	MITF act	CAL PDZ FP-1	dFosB act	Wnt bcat act	CDK5 inh	CAL PDZ FP-2	cardiac RTF act	Tat export inh	Rtt109 Vps75
46	O=C(Nc1cccnc1Cl)c1cc(-c2cccc(O)c2)on1	4	77	-1.9	55*	12	0.8	1	-7	-6	-7
47	O=C(NCc1cccnc1)C1CCCN1S(=O)(=O)c1ccc(Cl)cc1 (stereo unspecified)	8	-6	1.7	-1	7	-1.9	-2	12	-4	1
48	O=c1c(C(c2ccc(O)cc2)c2c(O)nc3n(c2=O)CCCS3)c(O)nc2n1CCCS2	-1	-15	.	-1	.	-0.7	0	3	4	0
49	CN(C(=O)COC(=O)CNC(=O)c1ccccc1F)C1CCCCC1	-2	1	-1.3	-1	-3	1.2	0	3	-4	23
50	CCC1(CC)SCCNC1=O	1	-10	-0.4	-4	-1	-1.0	-3	0	-1	-10
51	CN(C(=O)CSc1nnc(C(F)(F)F)n1N)C1CCS(=O)(=O)C1 (stereo unspecified)	1	-10	0.0	2	-3	-0.2	1	-3	-3	-23
52	CCN(CC)C(=O)Cn1cc(C(=O)C(=O)NCCCn2ccnc2)c2ccccc21	-2	-3	-2.1	1	1	-2.5	1	-4	?	-19
53	O=c1[nH]cnc2ncc(-c3ccc(O)cc3)nc12	1	-9	-1.0	8	-1	-0.9	-6	-3	5	-4
54	O=C(CCS(=O)(=O)Cc1ccccc1)NC1CCCCC1	3	7	.	-6	-2	-7.3	0	6	8	1
55	COc1cc(Nc2ncnc(N)n2)cc(OC)c1	-3	.	-1.3	3	0	-0.4	-1	-2	-5	2
56	CC(C)CC(=O)NCc1ccc2[nH]c3c(c2c1)CCCC3	8	-4	2.6	3	-1	1.6	-6	4	1	-37
57	COc1ccc2nc(Nc3nc(-c4cc5ccccc5oc4=O)cs3)sc2c1	-1	8	1.2	-3	.	-3.9	0	2	0	6

Screening results: PubChem, several laboratories
